High-throughput results: PubChem BioAssay, National Center for Advancing Translational Sciences (NCATS)
TRPV1 agonist – agonists of human vanilloid receptor 1 (TRPV1). Q8NER1. TRPV1-expressing cells, Fluo-8 calcium influx, agonist mode. activation, % at 8.33 µM. hit rate 0.19% among 320,000. AID 540275; in the data active means activation above about 80%; inconclusive means between about 30% and that limit; further: 0% is about no effect
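Fluo-8 calcium influx in TRPV1-expressing cells, kinetic read (ex 480/em 520 nm). Compound added and read 3 min for agonist activity, followed by capsaicin at EC20 final and 2 min further read for enhancement.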
B2AR arrestin – recruits beta-arrestin to the human beta2-adrenergic receptor; beta-arrestin recruitment to beta2AR, cell-based reporter; Potency, µM (doses to about 46.1 µM), without a hit: top-dose activation, usual class: activators; hit rate 0.02% among 330,000;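 further: potency means the concentration at half of the fitted maximal effect; 0% = DMSO controls and full agonism = EC100 isoproterenol or metaproterenol; nearly all actives have a fitted effect of over 65% in size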
Integrin act MD – integrin-mediated muscular dystrophy alleviation activation; alpha7betagal myoblasts, beta-gal FDG fluorescence, 48 h; Potency, µM (top dose mostly 38.3 µM), for inactives: top-dose activation, most hits filed as activators; hit rate 0.064% among 350,000; AID 624291;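 further: potency means the concentration at half of the fitted maximal effect; 100% = response of the positive control SU9516; nearly all actives have a fitted effect of over 60% in size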
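Alpha7betagal+/- myoblasts (passage 13) were plated 16-24 hr, then exposed to compounds (1:260 dilution of DMSO stock) for 48 hours at 37C. After MPER lysis, β-galactosidase reporter activity was read as FDG fluorescence (ex 480/em 540) after 30 minutes.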
S-ASM inh – blocks human secretory acid sphingomyelinase | hit rate 0.006% among 340,000 | placental ASM, HMU-PC fluorogenic substrate, 60 min | P17405 | Potency, µM (highest dose often 57.5 µM), without a hit: at the top dose activity change, negative = inhibition, most hits filed as inhibitors; further: potency means the concentration at half of the fitted maximal effect
Target sequence (P17405 47-631 limits assumed): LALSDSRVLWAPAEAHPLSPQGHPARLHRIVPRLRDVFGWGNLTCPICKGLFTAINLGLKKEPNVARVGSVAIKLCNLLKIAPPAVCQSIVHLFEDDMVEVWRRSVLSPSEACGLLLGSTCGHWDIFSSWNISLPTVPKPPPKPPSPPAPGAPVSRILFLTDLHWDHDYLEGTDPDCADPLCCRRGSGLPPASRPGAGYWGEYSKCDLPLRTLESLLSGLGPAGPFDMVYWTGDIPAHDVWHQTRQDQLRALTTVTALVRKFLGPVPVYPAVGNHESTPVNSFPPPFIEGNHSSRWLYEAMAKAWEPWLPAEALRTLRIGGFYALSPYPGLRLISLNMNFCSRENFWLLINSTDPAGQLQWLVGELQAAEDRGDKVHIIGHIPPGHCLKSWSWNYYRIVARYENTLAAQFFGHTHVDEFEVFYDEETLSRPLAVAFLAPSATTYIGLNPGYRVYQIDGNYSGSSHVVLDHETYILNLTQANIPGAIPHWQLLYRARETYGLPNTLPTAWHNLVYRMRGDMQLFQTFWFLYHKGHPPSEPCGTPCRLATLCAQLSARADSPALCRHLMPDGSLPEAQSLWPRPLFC
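HMU-PC0 cleavage (9 uM final) by human placental ASM, 60 min at 37 °C following 10 min compound exposure at RT; stopped at pH 10, fluorescence Ex 386/Em 447 nm.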
TSG101-PTAP inh – blocks PTAP/TSG101 interaction to inhibit HIV-1 budding | Q99816 | Fluorescence polarization, FITC-PTAP peptide / Tsg101 binding | Potency, µM (series often up to 115 µM), for inactives: top-dose activity change, negative = inhibition, most hits filed as inhibitors | 340,000 tested, under 10 active | AID 493005; active means well fitted inhibition curve with a large enough effect in the main read-out, with a control signal flat, not every such curve was filed as active; inconclusive means small, poorly fitted or top-dose-only effect, or effect the other way, or a change in a side signal; inactive means no such curve, though single readings can be large or run the other way; further: potency means the concentration at half of the fitted maximal effect; % of control where 0% means no effect
Target sequence (Q99816 whole entry, looked up): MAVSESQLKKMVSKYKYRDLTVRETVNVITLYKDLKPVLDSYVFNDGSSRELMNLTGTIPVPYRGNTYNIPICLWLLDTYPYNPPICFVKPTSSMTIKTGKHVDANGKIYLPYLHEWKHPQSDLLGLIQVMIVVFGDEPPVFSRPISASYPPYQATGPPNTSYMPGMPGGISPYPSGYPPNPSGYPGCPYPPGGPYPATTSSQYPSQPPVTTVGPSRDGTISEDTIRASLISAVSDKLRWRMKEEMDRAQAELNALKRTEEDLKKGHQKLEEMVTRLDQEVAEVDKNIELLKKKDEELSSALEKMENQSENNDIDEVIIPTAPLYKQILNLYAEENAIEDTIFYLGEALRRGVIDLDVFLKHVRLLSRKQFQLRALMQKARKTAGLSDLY
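Tsg101 binding domain (10 uM final) was mixed with compound and a FITC-labeled PTAP peptide (50 nM final) in HEPES pH 7.5 buffer with NaCl, Tween 20, EDTA and TCEP; fluorescence polarization was read after 20 min at r.t.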
USP2a inh – USP2a (human) protease inhibition. O75604. USP2 core, Ub-CHOP2 coupled fluorogenic reporter, 485/531. Potency, µM (highest dose often 38.3 µM), for the others: at the highest dose activity change, negative = inhibition, most hits filed as inhibitors. hit rate 0.01% among 330,000;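 further: potency means the concentration at half of the fitted maximal effect; plate controls were DMSO wells for no effect and full inhibition by NEM control for full effect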
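Cell-free coupled assay: 10nM USP2 core preincubated 30min RT with compound in Tris-HCl pH 8.0/CaCl2/CHAPS buffer, then 25nM Ub-CHOP2 and 25nM reporter substrate; fluorescence (Ex 485/Em 531) read after 60min RT, normalized to NEM inhibition, concentration-response curves fitted.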
p53 reactivation – restores transcriptional activity of mutant p53; Potency, µM (titrated, usually from 92.2 µM), without a hit: at the highest dose activity change, positive = activation, actives largely listed as activators; hit rate 0.063% among 320,000; AID 504706; H1299 p53-A138V BP100-luciferase reporter, luminescence, 24 h; further: potency means the concentration at half of the fitted maximal effect; % of control where 0% means no effect; nearly all actives have a fitted effect of over 45% in size
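p53-null H1299 cells stably carrying temperature-sensitive p53-A138V and a BP100-luciferase reporter were pinned with compounds (4-point, 1:5 series) and held 24 hrs at 37 deg C. Luminescence was read 10 min after detection reagent.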
uPA generation – cell surface uPA generation inhibition | hit rate 0.31% among 330,000 | Potency, µM (titrated, usually from 38.3 µM), without a hit: top-dose activity change, negative = inhibition, hits mostly inhibitors | AID 540303 | cell surface uPA generation assay, qHTS; active means well fitted inhibition curve with a large enough effect; inconclusive means small, poorly fitted or top-dose-only effect; inactive means no such curve, though single readings can be large or run the other way; tested in mouse RAW 264.7 cells; further: potency means the concentration at half of the fitted maximal effect; on the % scale 0 is the no-effect control and ±100 the full control effect; nearly all actives have a fitted effect of over 55% in size
Eya2 phos inh – inhibitors of human Eya2 phosphatase activity | O00167 | recombinant Eya2, OMFP fluorescence dephosphorylation (OMFP is methylfluorescein phosphate) | Potency, µM (highest dose often 76.9 µM), inactives show top-dose activity, negative = inhibition, usual class: inhibitors | hit rate 0.006% among 330,000; further: potency means the concentration at half of the fitted maximal effect; on the % scale 0 is the no-effect control and ±100 the full control effect
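Eya2 (0.2 uM) preincubated 10 min at ambient with compound, then OMFP substrate added at 50 uM; 10 min reaction in 50 mM HEPES pH 7.5, 50 mM NaCl, 5 uM MgCl2, 0.05% BSA, 1 mM DTT. Fluorescence read at Ex 485/Em 525 nm.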
ELG1 genotox – induces genotoxicity in HEK293T cells with luciferase-tagged ELG1; HEK293T ELG1-luciferase reporter, luminescence, 16 h; Potency, µM (doses to about 46 µM), for inactives: top-dose activity change, positive = activation, usual class: activators; hit rate 1.3% among 330,000; AID 504466; further: potency means the concentration at half of the fitted maximal effect; % of control where 0% means no effect; nearly all actives have a fitted effect of over 60% in size
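Genotoxic stress is detected as increased luminescence from luciferase-tagged ELG1 in HEK293T cells, measured with ONE-Glo after a 16 hr treatment at 37 °C.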
BRCA1 expr act – BRCA1 expression activation; AID 624202; hit rate 1.1% among 380,000; Potency, µM (highest dose often 46.1 µM), inactives show at the top dose activation, actives largely listed as activators; MCF7-BRCA1-FFLuc reporter, luminescence, 48 h; response scale: scaled: vehicle 0%, 10 µM genistein 100%; further: potency means the concentration at half of the fitted maximal effect; nearly all actives have a fitted effect of over 80% in size; some results filed as inactive show a strong effect at the top dose
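48 h compound treatment of MCF7-BRCA1-FFLuc cells (phenol-red free MEM, 37 °C), then 15 min with luciferase substrate and luminescence imaging.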
An asterisk follows results filed as active; ? = inconclusive; · = no result given; & = joins results of further samples; [ ] = dose if it differs, or a comment. Unless noted, the call rests on the fitted dose curve; in most records, active means well fitted curve in the direction sought with a large enough effect; inconclusive means small, poorly fitted or top-dose-only effect, or another doubt; inactive means no such curve, though single readings can be large; an effect the other way counts as inactive or inconclusive.

canonical_smiles	ELG1 genotox	B2AR arrestin	S-ASM inh	uPA generation	Integrin act MD	USP2a inh	TSG101-PTAP inh	TRPV1 agonist	BRCA1 expr act	Eya2 phos inh	p53 reactivation
COc1ccc(S(=O)(=O)Nc2ccc3cn[nH]c3c2)cc1[N+](=O)[O-]	1%	0.0%	-6%	3%	8%	3%	-6%	0	-3%	2%	2%
O=C(Cc1ccc(S(=O)(=O)N2CCOCC2)s1)N(Cc1ccccc1)c1ccccc1	-18%	-0.1%	-1%	1%	-25%	1%	0%	?	-38%	1%	-6%
Cc1ccc(NC(=O)CC2Oc3ccccc3NC2=O)c(C)c1 (stereo not drawn)	-2%	0.3%	-2%	-3%	-11%	-2%	0%	1	-24%	11%	-3%
COc1ccccc1NC(=O)c1ccc(N2CC3CC(C2)c2cccc(=O)n2C3)c(NC(=O)c2ccncc2)c1 (stereo not drawn)	2%	-1.0%	-3%	1%	-12%	1%	-5%	1	-19%	8%	-9%
Cc1ccc(CNC(=O)CCNC(=O)c2ccc(Br)o2)cc1	-4%	-0.8%	5%	·	8%	2%	-6%	-5	-4%	13%	0%
CCOC(=O)C1(CC2CCCCO2)CCN(C(=O)Nc2ccccc2CC)CC1 (stereo not drawn)	-2%	-0.4%	0%	13%	-6%	-2%	-3%	-2	-9%	3%	-3%
Nc1cc(C(=O)OCC(=O)c2ccc(CC(=O)N3CCOCC3)s2)ccc1Cl	-1%	0.4%	-3%	19%	6%	0%	-4%	-1	6%	-2%	4%
CC(C)(C)OC(=O)C[C@H]1C/C=C\C[C@@H](CC(=O)N[C@H](CO)Cc2ccccc2)C(=O)NC[C@H](c2ccccc2)OC1=O	-3%	-0.1%	8%	-14%	0%	5%	-2%	·	0%	8%	4%
O=C(CSCc1cccc(Br)c1)N=Nc1c(O)[nH]c2ccccc12	-3%	-0.9%	-19%	4%	1%	0%	-5%	19	1%	2%	-2%
Cc1cc(C)c(S(=O)(=O)Nc2ccc3c(c2)CCC3)c(C)c1	4%	-0.3%	-12%	-14%	-3%	-14%	1%	?	-76%	-10%	-9%
COc1ccc(NC(=O)CNC(=O)c2nn(-c3ccc(OC)c(OC)c3)c(=O)c3ccccc23)c(OC)c1	0%	-0.3%	-1%	-6%	-7%	2%	0%	-3	-1%	5%	-3%
COc1ccc(-n2nc(C(=O)NCc3ccco3)c3ccccc3c2=O)cc1	?	-0.1%	15%	·	-3%	5%	-6%	0	-41%	-11%	1%
O=C(Nc1cccc(Cl)c1)c1ccc(-n2cncn2)c([N+](=O)[O-])c1	-12%	-0.3%	-5%	-2%	-37%	-1%	-4%	15	14%[1.84 µM]	-23%	?
O=C(NCCCN1CCC(Cc2ccccc2)CC1)c1ccc2nc(N3CCOCC3)sc2c1	-2%	0.1%	-1%	?	-24%	0%	0%	2	-35%	9%	0%
CN1CCC2(CC1)C1CN(C)CC=C1C(C#N)=C(N)C2(C#N)C#N (stereo not drawn)	0%&0%	-0.2%&-0.6%	375%[activator]	-3%&-28%	6%&-19%	?	?	1&-7	-9%&5%	26%&11%	-2%&27%

(continued)
canonical_smiles	ELG1 genotox	B2AR arrestin	S-ASM inh	uPA generation	Integrin act MD	USP2a inh	TSG101-PTAP inh	TRPV1 agonist	BRCA1 expr act	Eya2 phos inh	p53 reactivation
Cc1cccc(C(=O)NCC(=O)OCC(=O)c2cc(C)n(CC3CCCO3)c2C)c1 (stereo not drawn)	?	-0.1%	1%	·	14%	0%	-3%	-1	23%	25%	0%
COc1ccc(CNC(=O)CNC(=O)c2c(C)nn(C)c2Cl)cc1	0%	-0.3%	3%	2%	-3%	2%	-3%	5	0%	1%	13%
CCCCN(CCCC)c1ncnc2nc[nH]c12	-14%	0.5%	3%	-11%	-9%	0%	-7%	-1	-21%	-3%	-4%
COc1cccc(C(C)NC(=O)Nc2cc(Cl)ccc2OC)c1 (stereo not drawn)	16%	-0.2%	2%	-7%	2%	10%	-3%	-2	-38%	12%	7%
COc1ccc(Nc2nnc(Cc3ccncc3)c3ccccc23)c(OC)c1	1%	-0.7%	-1%	-8%	?	-1%	-3%	6	5%	-7%	9%
CCc1ccc(C(=O)CN2C(=O)NC(C)(c3ccc(C)cc3)C2=O)cc1 (stereo not drawn)	12%	0.2%	54%	13%	-64%[inhibitor]	-6%	-7%	1	-1%	-3%	0%
Cc1ccc2cc3cc(C(=O)NCCCN4CCc5ccccc5C4)oc3nc2c1	-6%	0.1%	-3%	-12%	-40%	1%	1%	8	-33%	13%	-2%
COC(=O)c1ccccc1NC(=O)c1cc(OC)cc(OC)c1	-1%	0.2%	0%	-3%	2%	2%	-12%	·	-8%	4%	-8%
CC(=O)c1cc2c(cc1NC(=O)c1ccc(C)cc1)OCCO2	14%	0.5%	162%[activator]	-1%	-8%	1%	0%	13	-31%	-19%	4%
Cc1cccc(CCNC(=O)C2CCC(=O)N(Cc3ccccc3F)C2)n1 (stereo not drawn)	·	·	1%	-2%	-16%	·	-5%	·	-14%	·	·
Cc1ccc(NC2=C(C(=O)c3ccccc3)N(C)S(=O)(=O)c3ccccc32)cc1	-9%	-0.1%	-18%	-5%	0%	0%	5%	16	-34%	-7%	-5%
COc1cccc(O)c1CN1CCC(n2nccc2NC(=O)c2ccc3c(c2)OCO3)CC1	-4%	0.1%	1%	0%	-20%	0%	-1%	4	-27%	-1%	?
Cc1cccc(OCc2nnc(SCC(=O)N3CCCC3)n2C)c1	-1%	0.4%	1%	2%	19%	4%	0%	0	1%	18%	0%
C=CCc1cc(/C=N/NC(=O)CSc2nnc(CCCc3ccc(OC)cc3)o2)cc(OC)c1O	3%	-1.0%	-1%	-1%	-19%	1%	0%	-5	-21%	-12%	-2%
O=C(O)CCc1ccc(-c2cccs2)n1NC(=O)c1ccc(Cl)cc1	4%	0.2%	-1%	-7%	-2%	0%	-5%	-3	0%	6%	-1%

(cont.)
canonical_smiles	ELG1 genotox	B2AR arrestin	S-ASM inh	uPA generation	Integrin act MD	USP2a inh	TSG101-PTAP inh	TRPV1 agonist	BRCA1 expr act	Eya2 phos inh	p53 reactivation
CCC(C)(C(=O)Nc1c(C)cccc1C)N(C)C(=O)c1ccc2ccccc2n1 (stereo not drawn)	0%	0.5%	3%	-1%	-20%	-2%	-2%	0	-10%	-29%	-4%
O=C(O)c1cc2c(cc1Br)OCCCO2	2%	-0.6%	7%	0%	14%	2%	-2%	-3	1%	2%	-6%
CSCc1nnc(NC(=O)c2ccc(S(=O)(=O)N(C)C)cc2)o1	-2%	-0.3%	1%	5%	22%	2%	-4%	3	5%	-13%	-4%
c1ccc2c(c1)oc1c(NCc3ccc4c(c3)OCO4)ncnc12	-10%	-1.0%	-1%	3%	0%	0%	2%	19	-43%	-3%	8%
O=C1C=C(OCc2ccccc2)CN1	3%	-1.9%	1%	4%	-5%	0%	-4%	-4	3%	2%	-11%
CC(C)c1nn2c(=O)cc(CSc3ccccc3NC(=O)c3ccccc3F)nc2s1	-3%	-1.0%	-4%	-3%	-12%	3%	-1%	13	-32%	?	-9%
CC1CCCCC12NC(=O)N(CC(=O)Nc1ccccc1-c1ccccc1)C2=O (stereo not drawn)	-4%	-0.1%	-1%	3%	0%	1%	-3%	6	-18%	-4%	-5%
Cc1cc(SCC(=O)c2cccs2)nc2c(C)cccc12	1%	-0.7%	-3%	-5%	-22%	3%	2%	3	-22%	0%	-3%
Cc1ccc(-c2nnc(Nc3ccc(C(=O)N(C)C)cc3)c3ccccc23)cc1S(N)(=O)=O	1%	-0.1%	15%	-5%	-1%	2%	-10%	-4	-3%	-2%	0%
Cc1ccc(S(=O)(=O)Nc2nc(CN3CCOCC3)nc3sc(C)c(C)c23)cc1	2%	-0.1%	10%	-4%	-33%	5%	4%	5	10%	31%	?
CN(Cc1cccc(Cl)c1Cl)CC(O)COc1ccccc1 (stereo not drawn)	-1%	0.3%	0%	6%	6%	0%	-1%	6	10%	5%	13%
CCC1C(=O)n2nc(-c3ccccc3)cc2N=C1C (stereo not drawn)	?	-1.2%	5%	-27%	8%	-2%	-8%	0	82%	6%	?
COc1cc(/C=C(\C#N)C(=O)Nc2ccccc2C(=O)O)cc(Cl)c1OC	0%	0.1%	6%	1%	-3%	-6%	-3%	-7	-3%	18%	-1%
COc1ccccc1NC(=O)COC(=O)c1ccc2c(c1)nc(C)n2-c1ccccc1	-3%	-0.7%	0%	-1%	24%	0%	0%	-16	45%	-6%	-4%
C=CCn1c(CCC(O)COCCC)n[nH]c1=S (stereo not drawn)	-2%	0.2%	0%	2%	4%	-1%	0%	-1	7%	0%	-1%
